Screens from PubChem BioAssay.
NPY2 pot ag – potentiates or activates human NPY-Y2 receptor | P49146 | cells expressing NPY-Y2, potentiator/agonist read-out | activation, % at 3.6 µM | 220,000 tested, 0.45% active | AID 1359; in the data active means activation above about 27%;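 further: cells stimulated with NPY near EC25 plus isoproterenol at EC100; 0% = vehicle plus submaximal agonist and 100% = vehicle plus saturating agonist; some results beyond the cut were filed as inactive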
RBBP9 inh – blocks human serine hydrolase RBBP9. O75884. recombinant RBBP9, FP-Rh probe fluorescence polarization. inhibition, % at 7.94 µM. 220,000 tested, 0.2% active. AID 1515;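 active means inhibition above the campaign mean of all tested compounds plus 3 SD, cut at about 14% in these data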;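 further: plate controls were DMSO wells with RBBP9 for no effect and wells lacking RBBP9 protein for full effect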
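Test system: recombinant human RBBP9. Quantity: 2.5 µM RBBP9 dispensing solution, before mixing. Detection: FP readout at 525/598 nm. Reagent: Serine-hydrolase probe FP-Rh, 375 nM pre-mixing. Measure: % inhibition. Control set: DMSO-treated enzyme wells and wells lacking RBBP9. Buffer or medium: Tris-NaCl-Pluronic buffer, pH 8.0. Times: preincubation 30 min plus labeling 45 min at 25 °C.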
p97 inhibitor – blocks human p97 ATPase activity; P55072; recombinant p97 ATPase, Kinase-Glo ATP luminescence, 3 h; inhibition, % at 8 µM; 220,000 tested, 0.42% active; AID 1481; in the data active means inhibition above about 15%;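 further: 0% = DMSO vehicle and 100% = wells lacking enzyme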
Mdm2 ligase inh – Mdm2 E3 ligase (human) inhibition | 210,000 tested, 0.11% active | signal enhancement, % at 5 µM | cell-based MDM2 ubiquitination luciferase reporter, 2 h; 0 = plate control, 100 = twice control, blank-subtracted | Q00987;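 active means signal enhancement of 30% or more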;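 further: luminescence tracks abundance of the self-degrading MDM2-luciferase fusion protein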
Target sequence (Q00987 whole entry, looked up, the tested form may be a part): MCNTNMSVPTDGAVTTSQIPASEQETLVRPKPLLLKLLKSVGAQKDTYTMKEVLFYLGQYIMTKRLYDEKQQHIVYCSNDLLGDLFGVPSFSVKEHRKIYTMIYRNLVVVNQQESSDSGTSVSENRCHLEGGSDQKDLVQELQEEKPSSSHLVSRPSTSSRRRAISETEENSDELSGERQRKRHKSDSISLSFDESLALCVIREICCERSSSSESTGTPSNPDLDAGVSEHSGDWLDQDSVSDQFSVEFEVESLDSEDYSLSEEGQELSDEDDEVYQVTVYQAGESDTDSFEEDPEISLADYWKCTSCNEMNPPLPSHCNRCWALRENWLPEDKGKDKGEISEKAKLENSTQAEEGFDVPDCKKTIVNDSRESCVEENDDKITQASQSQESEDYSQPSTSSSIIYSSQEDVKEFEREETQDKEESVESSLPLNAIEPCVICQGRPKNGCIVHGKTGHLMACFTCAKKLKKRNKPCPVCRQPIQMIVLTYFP
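Assay system: stable mammalian line carrying autodegrading MDM2–luciferase fusion reporter; Input: 2000 cells in each well; Compound dosing: single-point 5 µM; Schedule: 2 h compound exposure at 37 °C; Signal: SteadyLite luciferase luminescence after 15 min room-temperature reagent incubation; Evaluation: % luminescence enhancement versus blank-corrected plate control mean; Benchmarks: plate controls and plate blanks.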
Runt-SMMHC FRET – inhibitors of human RUNX1 Runt domain binding to CBFb-SMMHC; Q01196+Q13951; Cerulean-Runt/Venus-CBFb-SMMHC FRET ratio 530/480, 1 h; inhibition, % at 20 µM; 220,000 tested, 0.74% active; AID 1434;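 active means mean inhibition across duplicate retests at 20 µM reaching about 50%, limit read from the data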;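 further: 0% = DMSO wells and 100% = wells with excess untagged CBFb-SMMHC; inhibitors lower the FRET ratio by blocking Runt binding to CBFb-SMMHC; some results filed as inactive read as strong as hits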
NPY1 pot ag – human NPY-Y1 potentiation or agonism, primary screen; activation, % at 3.6 µM; 220,000 tested, 0.37% active; NPY-Y1 expressing cells, potentiator/agonist activation; AID 1304; in the data active means activation above about 33%, passing the limit was not always enough;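 further: cells stimulated with NPY at EC10 then isoproterenol at EC100; 0% = low agonist plus stimulus and 100% = saturating agonist plus stimulus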
Runt-CBFb FRET – inhibitors of human RUNX1 Runt domain binding to CBFb | Q01196+Q13951 | 220,000 tested, 0.46% active | inhibition, % at 20 µM | Cerulean-Runt/Venus-CBFb FRET ratio 530/480, 1 h;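 active means inhibition over about 50% at 20 µM in the single-dose screen, limit read from the data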;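 further: 0% = DMSO wells and 100% = excess unlabeled CBFb competitor control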
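Buffer or medium: Tris pH 7.5 buffer with BSA. Assay system: Cerulean-labeled Runt domain protein. Amount: each fluorescent fusion protein 100 nM. Read-out basis: loss of energy transfer signal. Incubation: 1 h compound exposure, room temperature. Probe or stimulus: Venus-CBFb binding partner, 100 nM. Detection: FRET, excitation 422 nm, emission at 530 and 480 nm.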
NPY Y1 blocker – antagonists of human neuropeptide Y receptor Y1; 200,000 tested, 1% active; AID 1040; inhibition, % at 3.6 µM; HEK293-CNG Y1 cells, membrane potential fluorescence; NPY at EC95, then isoproterenol; P25929;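 active means inhibition above the campaign mean inhibition of all tested compounds plus 3 SD, cut at about 20% in these data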;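 further: 0% = DMSO wells given NPY plus isoproterenol and 100% = isoproterenol alone without NPY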
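Material: HEK293 Y1/CNG channel cell line; also added: NPY (25 nM), isoproterenol (1 µM), Ro 20-1724 (25 µM); doses: one concentration, 3.6 µM, in 0.4% DMSO; schedule: compound incubation 1 h at room temperature, readout 45 min post-stimulation; technique: membrane potential fluorescence; measure: fluorescence ratio normalized to % inhibition between controls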
Hck-Nef inh – human Hck-Nef kinase inhibition | P08631 | Recombinant Hck-YEEI plus Nef, Z-Lyte FRET kinase assay | inhibition, % at 20 µM | 220,000 tested, 0.68% active | AID 463187;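 active means Hck-Nef kinase inhibition above about 50%, limit read from the data; inactive means inhibition below that limit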;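 further: 0% = DMSO with Hck plus Nef and 100% = Hck alone without Nef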
Target sequence (P08631 whole entry, looked up): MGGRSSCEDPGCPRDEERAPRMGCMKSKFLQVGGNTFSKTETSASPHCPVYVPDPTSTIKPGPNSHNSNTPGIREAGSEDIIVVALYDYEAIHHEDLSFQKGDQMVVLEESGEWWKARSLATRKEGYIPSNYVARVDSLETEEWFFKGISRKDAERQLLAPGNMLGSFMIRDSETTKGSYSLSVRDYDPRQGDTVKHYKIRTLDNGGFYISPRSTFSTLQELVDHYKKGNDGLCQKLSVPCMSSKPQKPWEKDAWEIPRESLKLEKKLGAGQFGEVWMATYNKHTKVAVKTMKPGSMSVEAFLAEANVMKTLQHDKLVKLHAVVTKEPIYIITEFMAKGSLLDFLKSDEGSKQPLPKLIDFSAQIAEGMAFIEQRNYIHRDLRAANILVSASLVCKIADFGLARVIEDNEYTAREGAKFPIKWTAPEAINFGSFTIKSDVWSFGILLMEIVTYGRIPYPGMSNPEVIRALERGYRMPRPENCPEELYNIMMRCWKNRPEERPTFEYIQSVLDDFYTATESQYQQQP
* = called active by the depositor; · = not tested or not shown; & = joins results of further samples.

SMILES	NPY2 pot ag	RBBP9 inh	p97 inhibitor	Mdm2 ligase inh	Runt-SMMHC FRET	NPY1 pot ag	Runt-CBFb FRET	NPY Y1 blocker	Hck-Nef inh
Cc1ccc(Cl)cc1NC(=O)COC(=O)C12CC3CC(CC(C3)C1)C2	-15&1	-15&-10	-8&-1	-16	-1&6	-20&-12	-1&-2	4&0	-1&1
c1nc(NCCN2CCOCC2)c2c3c(sc2n1)CCCCC3	-2	-5	3	13	1	3	-3	0	1
N#CC1=C(N)Oc2n[nH]c(-c3ccc(F)cc3)c2C1c1ccncc1 (stereo unspecified)	5	-1	5	3	-1	12	1	2	1
O=C(CN1CCCCCC1)N1c2ccccc2Sc2ccccc21	-5	-11	-8	1	0	-13	-1	6	16
COc1ccccc1C1CCN(C(=O)c2cccs2)CC1	-9	-5	-4	-9	-2	-20	0	·	11
Cc1ccc(C(=O)N(CN2CCCC2=O)c2ccc(F)cc2)cc1C	9	1	7	-7	1	14	-1	7	1
Oc1c(C(Nc2nc3ccccc3s2)c2ccco2)ccc2cccnc12 (stereo unspecified)	4	-5	3	5	4	-7	7	3	0
O=C(COC(=O)C1CCN(S(=O)(=O)c2cccc3cccnc23)CC1)c1ccc([N+](=O)[O-])cc1	5	4	3	5	4	-13	1	-3	1
COc1cc(C2CC(=O)N3CN(Cc4ccco4)CSC3=C2C#N)ccc1OCc1ccccc1 (stereo unspecified)	-8	-4	1	-37	28	0	-1	-1	4
Cc1cc(C(F)(F)F)c(C#N)c(N2CCOCC2)n1	-4	2	6	-17	-5	9	-2	-5	3
CCCCCC(=O)NN=C1CCN(Cc2ccccc2)CC1	-5	5	4	-23	-2	-12	-3	3	6
CC(=O)Nc1ccc(S(=O)(=O)N(c2cccnc2)S(=O)(=O)c2ccc(NC(C)=O)cc2)cc1	-9	-8	-2	0	-2	1	-3	4	4
C/C=C(\C)c1nnc(NC(=O)C(C)C)s1	4	0	9	-11	4	11	0	-5	1
COc1ccc(C(=O)Nc2oc(-c3ccccc3)c(-c3ccccc3)c2C#N)cc1OC	1	-16	-2	3	1	-8	-3	2	3
O=C(CNS(=O)(=O)c1ccccc1)NCc1cccnc1	20	-10	3	-2	-7	12	-1	0	19
COc1nc(OCCNS(=O)(=O)c2ccc(C)cc2)nc(N(C)C)n1	10	-6	4	-15	1	16	0	·	6
COC(=O)c1cc(-c2ccc(Br)cc2)on1	-44	-3	-9	-29	0	-49	1	23*	0
COc1cc(/C=N/Nc2cccc(C)c2)ccc1OC(=O)c1ccco1	-7	-8	1	-8	1	-2	1	5	-1
O=C(O)CCC(=O)Nc1nnc(C(F)(F)F)s1	1	-3	4	-4	3	-9	-1	5	5
O=C(Cn1nnc2ccccc21)OCC(=O)c1ccccc1	-1	-2	5	·	-8	1	1	0	6
Cc1nc([N+](=O)[O-])cn1CC(O)c1ccc(Cl)cc1 (stereo unspecified)	3	-6	4	-12	-2	21	0	·	16
O=C(CCN1C(=O)CSC1=O)Nc1ccc(Br)cc1	3	-1	1	3	2	11	-1	0	-5
CCOC(=O)N1CCN(S(=O)(=O)c2cccc3nonc23)CC1	0	-2	-1	1	0	8	-1	3	-4
Cc1c(Br)c([N+](=O)[O-])nn1C(C)C(=O)Nc1nccs1 (stereo unspecified)	9	-4	7	-21	-5	10	-2	-2	0
N#CCCn1cc(/C=C2\NC(=S)N(c3ccccc3)C2=O)c(-c2ccc(-c3ccccc3)cc2)n1	-3	1	3	-15	-5	6	-7	-2	1
O=C(NC1CCCCC1)N(CCN1CCOCC1)Cc1cc2cc3c(cc2[nH]c1=O)OCCO3	9	-7	-6	-7	-3	-5	-5	3	1
C=CCn1c(SCCOc2ccccc2)nnc1C(C)NC(=O)c1ccccc1 (stereo unspecified)	-15	-12	-3	-14	0	-3	1	0	-21
O=C(N/N=C/c1ccc(N2CCCCC2)o1)C(O)(c1ccccc1)c1ccccc1	3	-4	2	4	-7	-12	0	-2	3
Nc1ncnc2c1ncn2Cc1ccccc1	-12	-3	4	-32	-3	20	1	-6	24
CS(=O)(=O)NCc1nnc(SCC(=O)NC2CCCCC2)n1-c1ccc(F)cc1	6	1	6	-9	1	0	-1	0	0
O=[N+]([O-])c1ccc(NCCCO)c(C(F)(F)F)c1	1	-3	4	-18	0	-20	-2	5	4
Cc1[nH]c2ccccc2c1C(=O)CN1CCC(C(N)=O)(N2CCCCC2)CC1	-7	-6	-5	3	0	-7	-3	5	-3
CC(/C=N/n1c(-c2cc(C)[nH]n2)n[nH]c1=S)=C\c1ccccc1	-10	4	-3	-14	12	-5	10	-1	-1
Cc1cccc(NC(=S)N2CCC(c3nc4ccccc4o3)CC2)c1C	-20	-4	2	9	-2	-12	1	5	0
CCCCn1cnc2sc3c(c2c1=N)CCCC3	1	-13	-3	-11	-2	-5	2	3	5
CON(C)c1nc(OCCNC(=O)OCc2ccc(Cl)cc2C)nc(N(C)C)n1	1	1	-4	0	4	-8	-5	-2	3
COc1ccc(N(CC(=O)NCc2cccs2)S(=O)(=O)c2cccnc2)cc1	-15	-3	-8	-11	-4	-19	1	-2	1
CN(C)c1ccc(P(=O)(OCc2ccccc2)C(O)c2ccc(Br)cc2)cc1 (stereo unspecified)	8	3	5	·	-6	2	-2	·	11
CC1=C(C(=O)Nc2ccccc2C)C(c2ccc(C)o2)N2C(=O)CSC2=N1 (stereo unspecified)	-3	-15	-2	-9	3	-1	6	-3	0
CCCCn1nnc(NC(=O)Cc2ccc(Cl)cc2)n1	-8	-6	-1	0	-4	1	0	-6	13
CS(=O)(=O)N1CCC(C(=O)N2CCC(Cc3ccccc3)CC2)CC1	5	-5	-2	-3	2	-12	4	5	6
CS(=O)(=O)c1nc2ccccc2n1Cc1ccccc1	-5	-4	-2	-6	-5	-6	-1	-1	-1
C=CCNS(=O)(=O)c1cccc(C(C)=O)c1	4	-8	1	-2	2	-5	1	-4	0
COC(=O)c1sc(NC(=O)c2c(F)cccc2F)c(C#N)c1C	2	0	2	-7	-1	6	2	-7	10
Cc1nn(-c2ccccc2)c2sc(C(=O)N3CCOCC3)cc12	-12	-6	6	-9	1	-5	-3	-1	1
COC(=O)c1ccccc1NC(=O)Cn1cnc2c(cnn2-c2ccccc2)c1=O	6	-6	3	-26	1	3	0	-1	3
COc1cccc(-c2nnc(SCC(=O)Nc3cc(C)ccc3OC)n2N)c1	-13	-5	3	-7	0	8	-4	-2	1
O=c1[nH]c(SCc2cccc(Cl)c2)nc2c1CCCC2	9	-7	-2	11	2	-30	-2	3	0
CCOc1cc(/C=N/Nc2nc(-c3cccc(S(=O)(=O)N4CCCC4)c3)cs2)ccc1O	14	0	10	-27	-4	10	4	-5	7
CCOC(=O)Cc1csc(NC(=O)Nc2ccc(Cl)cc2)n1	11	-7	1	-20	2	15	0	·	8

Shown as a markdown table: entries from further up
| compound | NPY2 pot ag | RBBP9 inh | p97 inhibitor | Mdm2 ligase inh | Runt-SMMHC FRET | NPY1 pot ag | Runt-CBFb FRET | NPY Y1 blocker | Hck-Nef inh |
| --- | --- | --- | --- | --- | --- | --- | --- | --- | --- |
| CS(=O)(=O)NCc1nnc(SCC(=O)NC2CCCCC2)n1-c1ccc(F)cc1 | 6 | 1 | 6 | -9 | 1 | 0 | -1 | 0 | 0 |
| O=[N+]([O-])c1ccc(NCCCO)c(C(F)(F)F)c1 | 1 | -3 | 4 | -18 | 0 | -20 | -2 | 5 | 4 |
| Cc1[nH]c2ccccc2c1C(=O)CN1CCC(C(N)=O)(N2CCCCC2)CC1 | -7 | -6 | -5 | 3 | 0 | -7 | -3 | 5 | -3 |
| CC(/C=N/n1c(-c2cc(C)[nH]n2)n[nH]c1=S)=C\c1ccccc1 | -10 | 4 | -3 | -14 | 12 | -5 | 10 | -1 | -1 |

Next entries follow:
SMILES	NPY2 pot ag	RBBP9 inh	p97 inhibitor	Mdm2 ligase inh	Runt-SMMHC FRET	NPY1 pot ag	Runt-CBFb FRET	NPY Y1 blocker	Hck-Nef inh
Cc1ccc(C)c(S(=O)(=O)N2CCN(CC(=O)N3CCc4ccccc4C3)CC2)c1	-2	-5	-3	15	-2	11	2	3	3
O=C(COc1nc2ccccc2nc1N1CCOCC1)NC1CCCCC1	-14	-2	-4	-22	-58	-4	-2	4	1
Cc1ccc(S(=O)(=O)N2CCN(C(=O)c3cccs3)CC2)c(C)c1	-6	-5	-1	-7	2	1	-2	-3	13
COc1ccc(NC(=O)CC2C(=O)N(C)C(=S)N2CCc2ccc(F)cc2)cc1 (stereo unspecified)	14	3	1	-4	1	22	1	·	-2
C=CCSc1nnc(NC(=O)c2cccc(S(=O)(=O)N3CCOCC3)c2)s1	20	1	7	-15	-6	-13	4	-4	11

No new results follow: entries from further up.
SMILES	NPY2 pot ag	RBBP9 inh	p97 inhibitor	Mdm2 ligase inh	Runt-SMMHC FRET	NPY1 pot ag	Runt-CBFb FRET	NPY Y1 blocker	Hck-Nef inh
CCOc1cc(/C=N/Nc2nc(-c3cccc(S(=O)(=O)N4CCCC4)c3)cs2)ccc1O	14	0	10	-27	-4	10	4	-5	7
CCOC(=O)Cc1csc(NC(=O)Nc2ccc(Cl)cc2)n1	11	-7	1	-20	2	15	0	·	8
Cc1ccc(C)c(S(=O)(=O)N2CCN(CC(=O)N3CCc4ccccc4C3)CC2)c1	-2	-5	-3	15	-2	11	2	3	3
O=C(COc1nc2ccccc2nc1N1CCOCC1)NC1CCCCC1	-14	-2	-4	-22	-58	-4	-2	4	1
Cc1ccc(S(=O)(=O)N2CCN(C(=O)c3cccs3)CC2)c(C)c1	-6	-5	-1	-7	2	1	-2	-3	13
COc1ccc(NC(=O)CC2C(=O)N(C)C(=S)N2CCc2ccc(F)cc2)cc1 (stereo unspecified)	14	3	1	-4	1	22	1	·	-2
